# From PubChem
# KCNK3 inh = human KCNK3 channel inhibition, primary screen. CHO-KCNK3 thallium flux, FluxOR fluorescence; stronger effect = lower value. B-score at 10 µM. actives 0.84% (n = 340,000);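 active means B-score under library mean minus 4 SD, starting fluorescence ratio at most library mean plus 5 SD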;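 further: more negative B-score means stronger inhibition of thallium flux through KCNK3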
# KCNQ1 inh = inhibitors of human KCNQ1 potassium channel | actives 1.3% (n = 310,000) | P51787 | AID 2642 | CHO-K1 KCNQ1, FluxOR thallium flux fluorescence; stronger effect = higher value | B-score at 10 µM;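 active means compounds whose thallium flux B-score, printed positive for inhibition, exceeds three library SD while starting fluorescence stays within three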;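 further: channel opened by potassium depolarization with thallium stimulus after 20 min compound exposure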
# Target sequence (P51787 whole entry, looked up): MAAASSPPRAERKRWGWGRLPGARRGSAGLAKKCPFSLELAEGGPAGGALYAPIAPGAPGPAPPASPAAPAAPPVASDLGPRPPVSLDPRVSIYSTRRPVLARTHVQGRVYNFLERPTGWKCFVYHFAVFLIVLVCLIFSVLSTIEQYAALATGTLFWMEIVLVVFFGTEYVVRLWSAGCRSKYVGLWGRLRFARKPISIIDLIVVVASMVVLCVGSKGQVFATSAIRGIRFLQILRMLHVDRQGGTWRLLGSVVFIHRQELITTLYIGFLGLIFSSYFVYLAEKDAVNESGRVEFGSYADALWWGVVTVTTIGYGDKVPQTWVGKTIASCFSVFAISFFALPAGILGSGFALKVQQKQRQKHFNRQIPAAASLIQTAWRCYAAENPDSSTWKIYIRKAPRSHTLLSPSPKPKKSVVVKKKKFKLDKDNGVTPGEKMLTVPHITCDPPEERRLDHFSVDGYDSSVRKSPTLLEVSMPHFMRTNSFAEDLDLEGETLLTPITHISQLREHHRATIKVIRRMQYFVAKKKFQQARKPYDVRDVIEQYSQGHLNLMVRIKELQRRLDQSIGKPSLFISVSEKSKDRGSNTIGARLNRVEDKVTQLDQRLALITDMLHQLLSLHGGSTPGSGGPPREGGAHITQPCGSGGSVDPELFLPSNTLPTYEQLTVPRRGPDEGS
# KCNK9 inh = inhibitors of human KCNK9 two-pore domain potassium channel; AID 488922; B-score at 10 µM; HEK293 KCNK9, FluxOR thallium flux fluorescence; stronger effect = lower value; actives 1.2% (n = 310,000); Q9NPC2;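 active means ratio B-score over 3 SD below the library mean, with starting fluorescence within 5 SD of its mean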;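 further: negative B-score means less thallium flux so channel inhibition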
# RGS4 inh = human RGS4 inhibition | HEK293 M3R/RGS4 inducible, Fluo-4 calcium flux; stronger effect = higher value; triggered by carbachol at its EC20 | actives 0.45% (n = 310,000) | B-score at 10 µM | P49798;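 active means B-score, a plate-corrected calcium signal, over three deviations above library mean, with baseline fluorescence within five deviations of library mean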;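 further: RGS4 expression induced by doxycycline in cells with stable M3 receptor; B-score is computed from the integrated fluorescence ratio over baseline after carbachol; higher B-score means a larger calcium signal and so more RGS4 inhibition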
# Target sequence (P49798 whole entry, looked up): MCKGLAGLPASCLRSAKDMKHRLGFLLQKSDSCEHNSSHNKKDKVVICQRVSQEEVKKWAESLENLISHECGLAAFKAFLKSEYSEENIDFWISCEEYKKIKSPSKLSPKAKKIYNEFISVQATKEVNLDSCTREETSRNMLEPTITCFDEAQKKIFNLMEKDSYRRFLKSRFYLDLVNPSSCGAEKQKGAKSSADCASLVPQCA
# MrgX1 agonist = agonists of human MrgX1 receptor | actives 0.44% (n = 310,000) | MrgX1-HEK293 cells, Fluo-4 calcium fluorescence, agonist mode; stronger effect = higher value | B-score at 10 µM;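 active means calcium response B-score plate-corrected fluorescence ratio at least 3 library SD, with starting fluorescence B-score inside 5 SD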
#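 Material: HEK293 cells stably expressing human MrgX1 receptor | Quantity: 15,000 cells per well | Times: Cells plated overnight, dye loaded 0.5 h 37 °C, 0.5 h room temperature | Measured by: Kinetic Fluo-4 NW fluorescence of intracellular calcium | Control set: Positive and negative controls per plate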
# hERG rescue = compounds protecting human hERG from proarrhythmic drug block | actives 0.51% (n = 310,000) | AID 1511 | CHO-hERG, FluxOR thallium flux, dofetilide IC70 present | activation (rescue from dofetilide block), less the hit threshold, % at 10 µM | Q12809;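 active means activation above the mean of controls blocked by dofetilide plus 5 SD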;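 further: thallium influx through hERG after potassium depolarization seen as dye fluorescence rise; in these data hits start at about 4.7%; inactives centre near -7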
# ANO1 activ = mouse TMEM16A channel activation, primary screen | HEK293 TMEM16A/YFP-H148Q/I152L, iodide quench fluorescence; stronger effect = lower value | Q8BHY3 | B-score at 10 µM | actives 0.3% (n = 340,000);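 active means fluorescence-ratio B-score plate-corrected deviation score at least 3 library SD below zero, with starting fluorescence score within 5 deviations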;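 further: channel opened by trigger with iodide after compound preincubation; score built on the fluorescence ratio of max minus min over baseline; more negative score means more quench and so TMEM16A activation or potentiation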
# RGS4 act = potentiators or activators of RGS4; HEK293 M3R/inducible RGS4, carbachol calcium flux Fluo4; stronger effect = lower value; B-score at 10 µM; actives 0.92% (n = 310,000); AID 463111;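 active means B-score of the integrated calcium signal more than 4 SD below the library mean, with starting fluorescence not abnormally high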;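 further: negative B-score means reduced calcium response which marks RGS4 activation or potentiation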
#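 System: HEK293 FlpIn-TREx cells, stable M3R, doxycycline-inducible RGS4. Timing: overnight RGS4 induction, 30 min dye load 37 °C, 20 min compound RT. Also added: carbachol, ECmax concentration. Measured by: Fluo4 fluorescence kinetic imaging of calcium. Evaluation: integrated calcium ratio converted to B score.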
# MrgX1 PAM = human MrgX1 positive allosteric modulation, primary screen. Q96LB2. MrgX1-HEK293, Fluo-4 calcium flux, FDSS; stronger effect = higher value. B-score at 10 µM. actives 0.63% (n = 310,000). AID 588675;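 active means plate-corrected calcium response at least 3 library SD above typical, normal starting fluorescence, not activating the receptor alone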;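 further: compound read alongside a low EC10 to EC30 dose of BAM8-22 agonist; peak minus trough fluorescence over baseline measured at the second addition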
# TMEM16A inh = blocks the mouse calcium-activated chloride channel TMEM16A | actives 1.2% (n = 310,000) | Q8BHY3 | HEK293 TMEM16A/YFP iodide influx fluorescence, ionomycin | normalized B-score (activity score, 25-100; higher = stronger inhibition) at 10 µM;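 active means ratio plate-corrected score three or more library SD toward inhibition, starting fluorescence score within five deviations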;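 further: score derived from kinetic fluorescence span divided by baseline fluorescence per well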
# KCNQ1 pot = human KCNQ1 channel potentiation or activation; P51787; CHO-K1 KCNQ1, thallium flux FluxOR fluorescence; stronger effect = higher value; B-score at 10 µM; actives 0.35% (n = 310,000); AID 2648;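 active means fluorescence ratio B-score, a plate-corrected score, at least three library SD, with initial intensity B-score within 5 SD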
#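 Assay system: stable KCNQ1 CHO-K1 line; medium: assay buffer, equal DMSO in all wells; timing: 90 min dye loading and 20 min compound exposure, both at room temperature; technique: kinetic FluxOR thallium fluorescence, 10-s 1-Hz baseline, 110-s post-stimulus read; read-out basis: B score of baseline-normalized fluorescence ratio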
# * = called active by the depositor; i = inactive; . = no result given. Random draw from the library; overall some 6.3% were active at least once.
# Results follow in this order: KCNK3 inh, KCNQ1 inh, KCNK9 inh, RGS4 inh, MrgX1 agonist, hERG rescue, ANO1 activ, RGS4 act, MrgX1 PAM, TMEM16A inh, KCNQ1 pot
- COc1ccccc1-c1c(NC(=O)C(C)C)n(C)c2ccccc2c1=O
 : i, i, i, i, i, -1, i, i, i, i, i
- CCc1n[nH]c(=S)n1N=C1CCC(C)CC1 (centres undefined)
 : i, i, i, i, i, -8, i, i, i, i, i
- CC(=O)N1N=C(c2ccco2)CC1c1cc2cc(C)ccc2nc1Cl (centres undefined)
 : i, i, i, i, i, -3, i, i, i, i, i
- NS(=O)(=O)c1ccc(NC(=S)N2CCN(C(=O)C3CCCO3)CC2)cc1 (centres undefined)
 : i, i, i, i, i, -4, i, i, i, i, i
- Nn1cnnc1N/N=C/c1ccc(Cl)cc1Cl
 : i, i, i, i, i, -3, i, i, i, i, i
- CN1CCC(CN)(N2CCN(c3ccccc3)CC2)CC1
 : i, i, i, i, i, -2, i, i, i, i, i
- O=c1c2ccccc2c2ccccc2c(=O)n1Cc1cccnc1
 : i, i, i, i, i, -1, i, i, i, i, i
- N#Cc1ccccc1OCC(=O)C1CC1
 : i, i, i, i, i, -8, i, i, i, i, i
- Oc1ccc(/C=N/Nc2nccnc2Cl)cc1
 : i, i, i, i, i, -10, i, i, i, i, i
- CCSc1nc(O)c(CC)c(=O)n1C(C)CC (centres undefined)
 : i, i, i, i, i, -8, i, i, i, i, i
- Clc1ccc(-c2nnc(-c3ccccc3)c(-c3ccccc3)n2)cc1
 : i, i, i, i, i, -9, i, i, i, i, i
- Cc1ccc(-c2cn(S(=O)(=O)c3cccc4nsnc34)nc2N)cc1
 : i, i, i, i, i, -15, i, i, i, i, i
- O=C(C1=COCCO1)N(Cc1nnc(-c2ccc(Cl)cc2)o1)C1CC1
 : i, i, i, i, i, -15, i, i, i, i, i
- O=C(CCC(=O)Nc1ccccc1)N/N=C/c1ccccc1F
 : i, i, i, i, i, -10, i, i, i, i, i
- COc1ccc(CNc2cc(C)nc3ncnn23)c(OC)c1
 : i, i, i, i, i, -10, i, i, i, i, i
- CCOc1ccc(S(=O)(=O)NNC(=O)c2cc3ccccc3o2)cc1
 : i, i, i, i, i, -8, i, i, i, i, i
- O=S(=O)(NC(=NCc1ccccc1)c1ccccc1)c1ccccc1
 : i, i, i, i, i, -8, i, i, i, i, i
- COc1cc(NS(=O)(=O)c2ccc3c(c2)C(C)(C)C(=O)N3C)cc(OC)c1
 : i, i, i, i, i, -7, i, i, i, i, i
- Cc1cc2ncn(S(=O)(=O)N(C)C)c2cc1C
 : i, i, i, i, i, -10, i, i, i, i, i
- CCCN(CCC)c1ccc(/C=N/NC(=O)CN2CCOCC2)cc1
 : i, i, i, i, i, -8, i, i, i, i, i
- CC(C)CNC(=O)[C@H](Cc1ccccc1)NC(=O)c1ccco1
 : i, i, i, i, i, -5, i, i, i, i, i
- CC(C)C(=O)N1CCC(CN=CC2=C(O)CC(C)(C)CC2=O)CC1
 : i, i, i, i, i, -10, i, i, i, i, i
- Cc1c(Cl)cccc1NC(=O)CNCc1ccccc1F
 : i, i, i, i, i, -6, i, i, i, i, i
- CCc1ccc(-c2csc3ncn(Cc4ccc(C(=O)O)cc4)c(=O)c23)cc1
 : i, i, i, i, 31*, -3, i, i, i, i, i
- CCOc1ccc(NC(=O)CC2C(=O)N(CC)C(=S)N2CCNC(C)=O)cc1 (centres undefined)
 : i, i, i, i, i, -12, i, i, i, i, i
- CC(C)(C)NC(=O)CCN(/N=C/c1ccccc1F)C1=NS(=O)(=O)c2ccccc21
 : i, i, i, i, i, -6, i, i, i, i, i
- COc1ccc(S(=O)(=O)N2CCN(C(=O)COc3ccccc3)CC2)cc1
 : i, i, i, i, i, 3, i, i, i, i, i
- COC(=O)CNC(=O)C1CCC(CNS(=O)(=O)c2cccc3nsnc23)CC1 (centres undefined)
 : i, i, i, i, i, -9, i, i, i, i, i
- CC1C(=O)OC(c2ccc(Br)cc2)C(C)(C)C1=O (centres undefined)
 : i, i, i, i, i, -4, i, i, i, i, i
- COc1ccc(/C=N/S(=O)(=O)c2cccs2)cc1
 : i, i, i, i, i, -4, i, i, i, i, i
- Cc1cccc(NC(=O)C2CCN(S(=O)(=O)c3ccc4c(c3)NC(=O)CO4)CC2)c1C
 : i, i, i, i, i, -5, i, i, i, i, i
- CC1CCN(C(=O)c2ccc3c(c2)OCCO3)CC1
 : i, ., ., ., i, ., i, ., i, i, .
- COc1ccc(N2C(=O)C3ON(C4SC(=S)N(C)C4(C)C)C(c4ccc([N+](=O)[O-])cc4)C3C2=O)cc1 (centres undefined)
 : i, i, i, i, i, -8, i, i, i, i, i
- COc1cccc(CNC(=O)CCNC(=O)Cn2ccc3ccccc3c2=O)c1
 : i, 7*, i, i, i, -17, i, i, i, i, i
- Cc1ccc2c(c1)N/C(=C(\C=C(/Cl)[N+](=O)[O-])[N+](=O)[O-])N2
 : ., i, i, i, i, -8, ., i, i, i, i
- Cc1cc(NC(=O)CSc2nc3c(c(=O)n2-c2ccccc2)SC(C)C3)no1 (centres undefined)
 : i, i, i, i, i, -12, i, i, i, i, i
- COc1cc2c(cc1NC(=O)COC(=O)/C=C/c1ccccc1)oc1ccccc12
 : i, i, i, i, i, -9, i, i, i, i, i
- CCS(=O)(=O)N1CCC(C(=O)Oc2ccc(C)c(C)c2)CC1
 : i, i, i, i, i, -2, i, i, i, i, i
- CCOc1ccc(CNC(=O)CCC(=O)n2ncc3ccc(Cl)cc32)cc1
 : i, i, i, i, i, -8, i, i, i, i, i
- O=C(CC1SC(N2CCCCC2)=NC1=O)Nc1cccc(C(=O)Nc2ncccc2O)c1 (centres undefined)
 : i, i, i, i, i, -11, i, i, i, i, i
- CCOc1ccc(NC(=S)NC23CC4CC(CC(C4)C2)C3)cc1
 : i, i, i, i, i, 3, i, i, i, i, i
- Cc1cc(/C=C(/C#N)c2cccc(F)c2)c(C)n1-c1cccnc1
 : i, i, i, i, i, -7, i, i, i, i, i
- CC(=O)O[C@@H]1[C@H]2[C@@H](C[C@@H](C)[C@@H]3C=CC(=O)[C@@]13C)OC(=O)[C@@H]2C
 : i, i, i, i, i, -4, i, i, i, i, i
- O=C(Cn1cc(C(F)(F)F)cc(Cl)c1=O)NCCc1ccc(Cl)cc1Cl
 : i, i, i, i, i, -9, i, i, i, i, i
- CCn1nc(NC(=O)c2ccncc2)c2cc3cccc(C)c3nc21
 : i, i, i, i, i, -3, i, i, i, i, i
- NC(=O)CSc1nnc(-c2cccnc2)n1Cc1ccccc1
 : i, i, i, i, i, -8, i, i, i, i, i
- C=CCN1N=C(/C=C/c2ccccc2)CCC1=O
 : i, i, i, i, i, -1, i, i, i, i, i
- CN(C)S(=O)(=O)c1cccc(NC(=S)NCc2ccco2)c1
 : i, i, i, i, i, -13, i, i, i, i, i
- O=C(CSc1n[nH]c(-c2ccncc2)n1)Nc1ccccn1
 : i, i, i, i, i, -11, i, i, i, i, i
- Cc1ccc(C)c(N(C(=O)Cn2nnc(-c3cccs3)n2)C(C(=O)NC2CCCC2)c2ccncc2)c1 (centres undefined)
 : i, i, i, i, i, -8, i, i, i, i, i
- Cc1ccc(S(=O)(=O)N2CCCN(S(=O)(=O)c3ccc4ccccc4c3)CC2)cc1
 : i, i, i, i, i, -8, i, i, i, i, i
- O=C(OC1CO[C@H]2O[C@@H]1[C@H](OC(=O)c1ccccc1)[C@H]2OC(=O)c1ccccc1)c1ccccc1 (some centres undefined)
 : i, i, i, i, i, -12, i, i, i, i, i
- COc1cc(CCC(=O)OCC(=O)Nc2c(F)cccc2F)cc(OC)c1OC
 : i, i, i, i, i, -4, i, i, i, i, i
- CCOc1ccc(CNC(=O)CS(=O)(=O)Cc2nc(-c3ccc(OC)cc3)oc2C)cc1
 : i, i, i, i, i, -8, i, i, i, i, i
- O=C(/C=C1\SC(=O)NC1=O)Nc1ccc(C(=O)O)cc1
 : i, i, i, i, i, -14, i, i, i, i, i
- Cc1c(Cc2ccccc2)c(=O)oc2cc(O)cc(O)c12
 : i, i, i, 5.5*, i, -11, i, i, i, i, i
- CC(=O)c1ccc(NC(=O)N2CCN(c3ccc(C)cc3)C(C)C2)cc1 (centres undefined)
 : i, i, i, i, i, -11, i, i, i, 25*, i
- Cc1ccc(-c2nc3ccccc3[nH]2)cn1
 : i, i, i, i, i, 0, i, i, i, i, i
- CC1=C(C(=O)Nc2ccccc2)C(c2cc(CN3CCOCC3)cs2)C2=C(CCCC2=O)N1 (centres undefined)
 : i, i, i, i, i, -12, i, i, i, i, i
- Cn1c(=O)[nH]c(=O)c2c1nc(N1CCCCCC1)n2Cc1cccc2ccccc12
 : i, i, i, i, i, -4, i, i, i, i, i

# Carrying on:
# Results follow in this order: KCNK3 inh, KCNQ1 inh, KCNK9 inh, RGS4 inh, MrgX1 agonist, hERG rescue, ANO1 activ, RGS4 act, MrgX1 PAM, TMEM16A inh, KCNQ1 pot
- CCOC(=O)N1CCN(c2nc(N(c3ccccc3)c3ccccc3)nc(-n3ccnc3)n2)CC1
 : ., 8*, i, i, i, -13, ., -7.1*, i, i, i
- COc1ccc([N+](=O)[O-])cc1NC(=O)C1CCCCC1C(=O)O (centres undefined)
 : i, i, i, i, i, -3, i, i, i, i, i
- Cc1ccc(NC(=O)CSc2nc3ncc(Cl)cc3[nH]2)c(C)c1
 : i, i, i, i, i, -5, i, i, i, i, i
- O=C(Nc1ccc(Oc2ccsc2C(=O)O)cc1)c1ccccc1F
 : i, i, i, i, i, -14, i, i, i, i, i
- Cc1cc(CN(C)C(=O)c2ccc(OC3CCN(S(=O)(=O)N(C)C)CC3)cc2)n[nH]1
 : i, i, i, i, i, -11, i, i, i, i, i
